High-throughput results deposited in PubChem BioAssay by National Center for Advancing Translational Sciences (NCATS).
GAA glycogen: inhibitors or activators of human alpha-glucosidase glycogen cleavage | P10253 | recombinant GAA, glycogen substrate, Amplex Red glucose oxidase fluorescence | Potency, µM (titrated, usually from 76.4 µM), for the others: at the highest dose activity change, negative = inhibition, actives largely listed as inhibitors | 300,000 tested, 0.38% active | AID 2100; active means well fitted inhibition curve with a large enough effect; inconclusive means small, poorly fitted or top-dose-only effect, or another doubt; inactive means no such curve, though single readings can be large or run the other way;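 further: 0% = full enzyme reaction and -100% = no-enzyme basal signal; the screen sought inhibitors and activators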
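Recombinant human enzyme (4 nM); glycogen substrate; 37 C, 40 min, pH 5.0. Readout: coupled glucose oxidase/Amplex Red fluorescence.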
An asterisk follows results filed as active; ? = inconclusive; & = joins results of further samples; [ ] = dose if it differs, or a comment. Potency means the concentration at half of the fitted maximal effect.

no.	GAA glycogen	molecule
1	18%[76.3 µM]	COc1ccc(CCNC(=O)CCCCn2c(=O)c3ccccc3n(CC(=O)Nc3ccccc3C)c2=O)cc1OC
2	14%[76.3 µM]	COc1ccc(CCNc2nc(-c3ccc(C)cc3)cc(C(F)F)n2)cc1OC
3	-10%[76.3 µM]	Cc1cc(C)nc(-n2nc(C)c3c2N(Cc2ccccc2C)C(=O)CC3c2ccc(Cl)cc2)n1 (stereo not drawn)
4	-4%[76.3 µM]	Cc1ccccc1NC(=O)Cn1c(=O)n(CC2CCC(C(=O)NCCc3ccccc3)CC2)c(=O)c2ccccc21 (stereo not drawn)
5	-5%[76.3 µM]	O=C(Nc1cccc(NC(=O)c2ccco2)c1)c1cccc(Br)c1
6	-13%[76.3 µM]	Cc1ccc(CCNC(=O)c2nnc(Cc3cccc(F)c3)o2)cc1
7	-6%	COC(=O)c1ccc(COc2ccc(Cl)cc2)o1
8	12%[76.3 µM]	CCCOc1ccc(CNC(=O)c2ccc(-n3c(C)cc4c3CCC(C)C4)cc2)cc1 (stereo not drawn)
9	-7%[76.3 µM]	CCOc1ccc(C(=O)C2CCN(C(=O)c3ccc([N+](=O)[O-])cc3)CC2)cc1
10	6%	CCCS(=O)(=O)c1cnc(C2COc3ccccc3O2)nc1N (stereo not drawn)
11	2%[76.3 µM]	COc1cc(C(=O)NC(c2ccccc2)c2ccccc2)cc(OC)c1C
12	-9%[76.3 µM]	COc1ccc(OCc2cc(C(=O)N(C)Cc3nccn3C)no2)c2ccccc12
13	0%[76.3 µM]	COc1ccc(-c2csc3ncnc(N4CCN(c5cccc(OC)c5)CC4)c23)cc1
14	9%[76.3 µM]	Cc1nn(Cc2ccc(F)cc2)c(C)c1NC(=O)c1cc(CC(C)C)on1
15	-4%	Oc1ccccc1/C=N/NC(=S)NCCc1ccccc1
16	-1%[76.3 µM]	COc1cc(OC)cc(C(=O)NNC(=O)C(=O)Nc2cc(OC)c(Cl)cc2OC)c1
17	-8%[76.3 µM]	COc1cccc(Cn2nnc3c(=O)[nH]c(C4CCCN(C(=O)c5ccc(C)cc5)C4)nc32)c1 (stereo not drawn)
18	16%[76.3 µM]	CCN(C(=O)CCS(=O)(=O)c1cccc2nsnc12)c1cccc(C)c1
19	-5%[76.3 µM]	CCOc1ccc(NC(=O)Cn2c(CCC(=O)O)ccc2-c2ccc(C)cc2)cc1
20	2%[76.3 µM]	CC(C(=O)Nc1ccccn1)c1ccccc1 (stereo not drawn)
21	2%[76.3 µM]	O=C(NCc1ccco1)c1ccc2[nH]c(=O)c(=O)[nH]c2c1
22	-4%&14%[76.3 µM]	CN(c1ccccc1)S(=O)(=O)c1nnc(NC(=O)c2ccco2)s1
23	2%[76.3 µM]	CCOc1ccc(NC(=O)CN(C)C(=O)CCc2ccccc2Cl)cc1OCC
24	-13%[76.3 µM]	O=S(=O)(NCc1ccc(F)cc1)c1ccc2[nH]c3c(c2c1)CCCC3
25	-3%[76.3 µM]	O=C(c1cccs1)N1CCCC(N2CCN(c3cccc(C(F)(F)F)c3)CC2)C1 (stereo not drawn)
26	-15%[76.3 µM]	COC(=O)c1cc(C)sc1NC(=O)CSc1ncccn1
27	-6%	NS(=O)(=O)c1ccc2nc(NC(=O)Nc3ccccc3F)sc2c1
28	10%	COc1ccc(CNC(=O)C2CCC(CNS(=O)(=O)c3cccs3)CC2)cc1 (stereo not drawn)
29	2%[76.3 µM]	CCOc1ccc(-c2nc3c(c(SCC(=O)N4CCCCC4)n2)Cc2cccc(OC)c2O3)cc1
30	6%	Cc1ccc(/C=N/NC(=O)COc2ccc(Cl)c(C)c2)o1
31	11%[76.3 µM]	CCOc1ccc(NC(=O)C2CCN(c3nnc(-n4c(C)ccc4C)s3)CC2)cc1
32	-14%[76.3 µM]	CC(C)c1ccc(NC(=O)c2cc(S(=O)(=O)N3CCCC3)c[nH]2)cc1
33	3%	CN(C)S(=O)(=O)c1ccc(C(=O)Nc2ccc3c(c2)CCC3)cc1
34	-3%[76.3 µM]	Cc1ccc2c(CNC3CCCC3)c(C(=O)O)n(Cc3ccc(F)cc3)c2c1
35	1%[76.3 µM]	NC(=O)c1ccc(NC(=O)Nc2ccc3c(c2)OCO3)cc1
36	3%[76.3 µM]	COc1ccc(CNC(=O)C2CCN(S(=O)(=O)c3ccc4c(ccn4C)c3)CC2)cc1
37	8%[76.3 µM]	COc1cccc(-c2nc(CS(=O)(=O)CC(=O)Nc3cc(F)ccc3F)c(C)o2)c1
38	12%[76.3 µM]	CCC(C)NC(=O)Cn1c(=O)n(Cc2ccc(C(=O)NCCCOC)cc2)c(=O)c2ccccc21 (stereo not drawn)
39	1%	COc1ccccc1N(Cc1cc(=O)[nH]c2ccccc12)C(=O)C(C)C
40	7%[76.3 µM]	CCCn1c(C(C)Nc2nc(-c3cc(Cl)c(N)c(Cl)c3)cs2)nc2cc(Cl)c(N3CCCCC3)cc21 (stereo not drawn)
41	?	CCN(CC)CCCNC(=O)c1ccc2nc(N3CCCCC3)sc2c1
42	-12%	COc1ccc(/C=C(\NC(=O)c2ccc(C)cc2)C(=O)Nc2ccc(C(=O)O)cc2)cc1
43	0%[76.3 µM]	O=C(Cn1ncc2c([nH]c3ccccc32)c1=O)Nc1cccc(C(F)(F)F)c1
44	-4%[76.3 µM]	CC(C)CNC(=S)N(CCCO)Cc1cc2cc3c(cc2[nH]c1=O)OCCO3
45	2%	Cc1cc(NS(=O)(=O)c2ccc(NC(=O)c3ccccc3C)cc2)no1
46	-4%[76.3 µM]	COc1ccccc1C(=O)NC1=NC(c2ccc(Br)cc2)CC(=O)N1 (stereo not drawn)
47	-8%[76.3 µM]	COc1cc(S(=O)(=O)n2nc(C)cc2C)ccc1Cl
48	7%[76.3 µM]	Cc1[nH]c(C)c(S(=O)(=O)N2CCc3ccccc32)c1C(=O)N1CCCCC1
49	7%[76.3 µM]	Clc1ccc(-c2noc3ncnc(NC4CCCCC4)c23)cc1
50	-8%	CC(=O)Nc1ccc(S(=O)(=O)N2CCC(C(=O)NCCc3ccc(Cl)cc3)CC2)cc1
51	0%[76.3 µM]	CCSc1ncc(Cl)c(C(=O)Nc2nc3ccc(S(C)(=O)=O)cc3s2)n1
52	-1%[76.3 µM]	O=C1C2CCCCC2C(=O)N1c1ccc(S(=O)(=O)Nc2ncccn2)cc1 (stereo not drawn)
53	0%	Cc1cccc(S(=O)(=O)c2c(C)cc(C)[nH]c2=O)c1
54	-13%[76.3 µM]	CC(=O)N1c2ccc(S(=O)(=O)N3CCCC(C(=O)Nc4cccc(Cl)c4)C3)cc2CC1C (stereo not drawn)
55	-1%[76.3 µM]	CCOc1ccc(CN2CCN(Cc3cc4ccccc4o3)CC2CCO)cc1 (stereo not drawn)
56	-5%	CCN(CC)CCNC(=O)c1cc(Nc2ccc(OC)c(OC)c2)nc2ccccc12
57	-8%[76.3 µM]	COCCCn1c(C(=O)NCCN2CCOCC2)cc2c(=O)n3ccccc3nc21
58	2%	CCc1c(C)c2ccc(O)c(CN3CCCC3)c2oc1=O
59	-25%[76.3 µM]	Cc1ccc(S(=O)(=O)N2CCN(C(=O)CSc3ccc(F)cc3)CC2)cc1
60	-3%	COc1ccc(C(=O)NCC(=O)N2CCN(c3ccc(F)cc3)CC2)cc1

Further structures
no.	GAA glycogen	molecule
61	3%[76.3 µM]	O=C(CN(C(=O)CCC(=O)Nc1nccs1)c1ccccc1F)NCc1ccc2c(c1)OCO2
62	7%[76.3 µM]	O=C(NCc1ccccc1)C1CCC(=O)N(CCCN2CCCC2=O)C1 (stereo not drawn)
63	4%[76.3 µM]	COc1ccc(NCCc2ccccn2)cc1
64	-6%[76.3 µM]	CC(C)c1ccc(NC(=O)[C@@H]2CCC(=O)N2C2OC(=O)c3ccccc32)cc1 (stereo partly drawn)
65	-3%[76.3 µM]	Cc1c([N+](=O)[O-])c(C(=O)NC2CCCC2)nn1C
66	0%[76.3 µM]	Cn1c(=O)c2c(-c3ccc(Cl)cc3)n(Cc3ccc(Cl)cc3)cc2n(C)c1=O
67	-9%[76.3 µM]	Cc1ccc(CN(Cc2cccn2-c2nnc(N3CCCC3=O)s2)C(=O)Nc2cc(C)cc(C)c2)cc1
68	-2%[76.3 µM]	O=C(CCS(=O)(=O)c1nc(-c2cccs2)cc(C(F)(F)F)n1)Nc1ccc(F)c(Cl)c1
69	-12%	O=C1COc2ccc(NC(=O)c3ccccc3C(=O)O)cc2N1
70	-14%[76.3 µM]	CCCOc1ccc(C2c3c(-c4ccccc4O)n[nH]c3C(=O)N2Cc2cccnc2)cc1 (stereo not drawn)
71	-7%[76.3 µM]	Cc1ccc(C(=O)NC(C(=O)Nc2ccccc2)c2ccccc2)cc1 (stereo not drawn)
72	-24%[76.3 µM]	Cc1cc(Br)ccc1NC(=O)C1CCN(S(=O)(=O)c2ccc(Br)s2)CC1

3 compounds from above, arranged by SMILES length, largest number first.
no.	GAA glycogen	molecule
68	-2%[76.3 µM]	O=C(CCS(=O)(=O)c1nc(-c2cccs2)cc(C(F)(F)F)n1)Nc1ccc(F)c(Cl)c1
64	-6%[76.3 µM]	CC(C)c1ccc(NC(=O)[C@@H]2CCC(=O)N2C2OC(=O)c3ccccc32)cc1 (stereo partly drawn)
66	0%[76.3 µM]	Cn1c(=O)c2c(-c3ccc(Cl)cc3)n(Cc3ccc(Cl)cc3)cc2n(C)c1=O

New compounds follow:
no.	GAA glycogen	molecule
73	7%	CC(C)[C@H](NC(=O)c1ccccc1F)C(=O)Nc1ccc(F)c(F)c1
74	-2%[76.3 µM]	COCCC(=O)N1CCC(Oc2ccc(C(=O)NCCc3cn[nH]c3)cc2)CC1
75	?	Cc1cc(S(=O)(=O)N2CCOCC2)ccc1OCC(=O)N1CCCC1
76	4%	COc1ccc(CC(=O)NNC(=O)c2ccco2)cc1OC
77	-7%[76.3 µM]	CC(=O)N1CC(C)Sc2ccc(S(=O)(=O)NCCc3ccc(C)cc3)cc21 (stereo not drawn)
78	-1%[76.3 µM]	Cc1ccc(CCNC(=O)C2CCN(S(=O)(=O)c3ccc4c(c3)oc(=O)n4C)CC2)cc1
79	4%[76.3 µM]	CCCCN(CCCC)C1=C(C(=O)c2ccccc2)N(C)S(=O)(=O)c2ccccc21
80	?	Cc1cccc(Nc2c(-c3cccs3)nc3nc(C)cc(C)n23)c1
81	6%[76.3 µM]	COc1ccccc1C(=O)Nc1ccnn1C1CCN(C2CCSCC2)CC1
82	-3%[76.3 µM]	O=[N+]([O-])c1c(Nc2ccccc2O)cc(Cl)c2nonc12
83	-15%[76.3 µM]	Cc1cc(OCC(=O)Nc2cnn(CCCC(=O)O)c2)ccc1Cl
84	-7%[76.3 µM]	CC1=C(C(=O)Nc2ccc(Cl)cc2)C(CC(C)C)n2nc(SCc3ccccc3C)nc2N1 (stereo not drawn)
85	3%[76.3 µM]	Cc1ccccc1CNC(=O)Cn1c(C)c2cnn(-c3ccccc3)c(=O)c2c1C
86	21%[76.3 µM]	CSc1ccc(CCNC(=O)CCc2nnc3ccc(N4CCOCC4)nn23)cc1
87	-6%[76.3 µM]	COc1ccccc1N1CCN(Cc2nnc(-c3ccccc3C)o2)CC1
88	-24%	COc1ccc(-c2n[nH]c(C)c2-c2ccccc2OC)c(O)c1
89	11%[76.3 µM]	Cc1ccc(C(=O)N2c3ccc(C)cc3C(C)(c3ccccc3)CC2(C)C)cc1 (stereo not drawn)
90	-9%	COc1ccc(OC)c(Nc2nc3ccc(C)cc3n3cnnc23)c1
91	-6%[76.3 µM]	CC1CCCN(Cc2c(O)ccc3c(=O)c(Oc4ccccc4Cl)c(C(F)(F)F)oc23)C1 (stereo not drawn)
92	0%[76.3 µM]	CCOC(=O)c1ccc(N2C(=O)CC(Sc3nc(C)cc(C)n3)C2=O)cc1 (stereo not drawn)
93	0%	Cc1c(CCC(=O)O)c(=O)oc2cc3occ(-c4ccc(Br)cc4)c3cc12
94	-3%[76.3 µM]	Cc1ccc(C(=O)NC(C)c2nnc(SCC(=O)NC3CCCC3)n2C)cc1 (stereo not drawn)
95	-9%[76.3 µM]	CCC(=O)c1cn(CC(=O)Nc2cccc(OC)c2)c2ccccc12
96	5%[76.3 µM]	Cc1ccc(N=C2NC(=O)C(CO)(CO)S2)cc1

Four entries from above, with each value named:
88: COc1ccc(-c2n[nH]c(C)c2-c2ccccc2OC)c(O)c1
  GAA glycogen: -24%
89: Cc1ccc(C(=O)N2c3ccc(C)cc3C(C)(c3ccccc3)CC2(C)C)cc1 (stereo not drawn)
  GAA glycogen: 11%[76.3 µM]
90: COc1ccc(OC)c(Nc2nc3ccc(C)cc3n3cnnc23)c1
  GAA glycogen: -9%
91: CC1CCCN(Cc2c(O)ccc3c(=O)c(Oc4ccccc4Cl)c(C(F)(F)F)oc23)C1 (stereo not drawn)
  GAA glycogen: -6%[76.3 µM]

(listing goes on)
no.	GAA glycogen	molecule
97	-1%[76.3 µM]	COc1ccc(NC(=O)Nn2cnnc2)cc1OC
98	-12%[76.3 µM]	Cc1ccc(C(C)C)c(OCC(=O)Nc2cccc(-c3nc4ncccc4o3)c2)c1
99	3%	COC(=O)Nc1cc(C(=O)c2ccc(Cl)cc2Cl)c[nH]1
100	-9%[76.3 µM]	Cc1ccc(OS(=O)(=O)c2c(C)nn(C)c2Cl)c(C)c1
101	4%[76.3 µM]	CCOc1ccc(C(=O)Nc2cc(-c3nc4ccccc4o3)ccc2C)cc1Cl
102	-2%[76.3 µM]	CN(C)S(=O)(=O)c1ccc(C(=O)NCc2nnc(SCC(=O)N3CCCC3)o2)cc1
103	-10%	COC(=O)c1ccc(COc2ncnc3ccccc23)o1
104	8%[76.3 µM]	COc1cccc(Cn2c(=O)n(-c3cc(C)cc(C)c3)c(=O)c3oc4ccccc4c32)c1
105	-6%[76.3 µM]	CCCCn1c(N)c(N(CC(C)C)C(=O)COC(=O)Cc2c(C)nc3ccccc3c2C)c(=O)[nH]c1=O
106	10%[76.3 µM]	CCOc1ccc(C2C(C(N)=O)=C(C)Nc3nc(SCc4ccccc4)nn32)cc1 (stereo not drawn)
107	-7%[76.3 µM]	COCC1CCN(C(=O)c2cc(COc3ccccc3SC)on2)C1 (stereo not drawn)

The list is partial. The share of hits here may be higher or lower than overall.
